Screens (PubChem)
C-LANA FP: inhibitors of KSHV C-LANA binding to DNA, primary screen, biochemical, fluorescence polarization, FAM-LBS DNA, MBP-C-LANA, single point | Kaposi's sarcoma herpesvirus LANA C-terminal domain (residues 932-1162) DNA binding | inhibition, % at 9 µM | hit rate 0.078% among 340,000;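 active = highest replicate inhibition at or above 60% at 9 µM, even if other replicates fall short; inactive = all replicates below 60% inhibition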;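 note: 0% = neutral control wells and 100% = 4 µM acridine orange control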
HTR5A inv ctr: HTR5A inverse agonists in luminescence cell assay, primary screen, counter-screen for OPRM1-OPRD1 heterodimer inverse agonist project, full-deck HTS; hit rate 0.083% among 340,000; HTR5A cell line, inverse agonism; 5-hydroxytryptamine receptor 5A (Homo sapiens), P47898; inhibition, % at 9.3 µM; AID 504634, 2011; in the data active = inhibition mostly above about 23%, no sharp cut-off; inactive = mostly below about 18%;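 note: 0% = cells with DMSO and 100% = no-cell wells with DMSO; some compounds called inactive have numbers as strong as hits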
Target sequence (P47898 whole entry, looked up): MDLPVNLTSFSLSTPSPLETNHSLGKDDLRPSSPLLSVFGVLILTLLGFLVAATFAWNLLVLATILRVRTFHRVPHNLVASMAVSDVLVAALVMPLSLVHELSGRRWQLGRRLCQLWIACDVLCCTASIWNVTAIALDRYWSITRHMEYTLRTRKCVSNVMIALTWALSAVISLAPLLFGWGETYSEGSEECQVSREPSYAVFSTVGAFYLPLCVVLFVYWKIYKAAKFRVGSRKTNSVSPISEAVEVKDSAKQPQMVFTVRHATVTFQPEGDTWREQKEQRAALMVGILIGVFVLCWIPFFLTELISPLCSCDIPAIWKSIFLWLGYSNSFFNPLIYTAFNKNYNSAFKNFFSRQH
CAL-PDZ inh HTS: untagged CAL PDZ binding inhibitors, primary screen, biochemical, fluorescence polarization, HTS; Golgi-associated PDZ and coiled-coil motif-containing protein (Homo sapiens), Q9HD26; purified CAL PDZ, TMR-peptide fluorescence polarization, 1 h; inhibition, % at 24.9 µM; hit rate 0.92% among 300,000;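 active = mean inhibition of at least 30% with at least half of replicates also reaching 30%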;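 note: 0% = DMSO neutral control and 100% = excess unlabeled competitor peptide PRC23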
Cardiac RTF inh: cardiac RTF calcium sensitivity inhibitors, primary screen, biochemical, IANBD-TnC fluorescence, EC70 calcium. Troponin I, cardiac muscle (Homo sapiens) + Troponin T, cardiac muscle (Homo sapiens) + …. IANBD-labeled cardiac RTF, Ca2+ fluorescence. inhibition, % at 7.15 µM. hit rate 0.12% among 340,000;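 active = inhibition above the mean inhibition of all tested compounds plus 3 SD, cut at about 17% in these data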;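 note: assay run at fixed EC70 calcium of 1.6 mM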
cardiac RTF act: cardiac RTF calcium sensitivity activators, primary screen, biochemical, IANBD-TnC fluorescence, EC20 calcium. IANBD-labeled TnC RTF fluorescence at EC20 calcium; 0% EC20 calcium, 100% full calcium. activation, % at 7.2 µM. hit rate 0.24% among 340,000;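 active = activation above the mean over all tested compounds plus 3 SD, cut at about 30% in these data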;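 note: rise in fluorescence read as greater calcium sensitivity of cardiac thin filaments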
OPRM1-OPRD1 ag: agonists of OPRM1-OPRD1 heterodimerization, primary screen, cell-based, luminescence; Mu-type opioid receptor (Homo sapiens) + Delta-type opioid receptor (Homo sapiens), …; cells; activation, % at 9.3 µM; hit rate 0.3% among 340,000; AID 504326, 2011; in the data active = activation above about 18%;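 note: 0% = vehicle-treated cells and 100% = reference agonist; values of inactives mirror those of a sister screen read the other way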
V-ATPase pH: regulators of yeast V-ATPase proton pumping, primary screen, pHLuorin cytosolic pH fluorescence. hit rate 0.37% among 350,000. S. cerevisiae. AID 504577, 2011. response, % at 10 µM; in the data active = response mostly above about 7.3%, no sharp cut-off; inactive = mostly below about 5.4%; note: actives read high; inactives centre near 0; some compounds called inactive have numbers as strong as hits; reference of the scale not given here
HTR5A ag: HTR5A agonists in luminescence cell assay, primary screen, counter-screen for OPRM1-OPRD1 heterodimer agonist project, full-deck HTS; activation, % at 9.3 µM; 5-hydroxytryptamine receptor 5A (Homo sapiens), P47898; cell-based; hit rate 0.61% among 340,000; in the data active = activation mostly above about 9.5%, no sharp cut-off; inactive = mostly below about 7.6%;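 note: 0% = cells with vehicle only and 100% = reference agonist; strong numbers were not always called active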
OPRM1-OPRD1 inv: inverse agonists of MOR-DOR heterodimerization, primary screen, cell-based, luminescence | cell-based MOR-DOR heterodimer luminescence, inverse agonism | inhibition, % at 9.3 µM | hit rate 0.21% among 340,000 | AID 504357, 2011; in the data active = inhibition above about 22%, passing the limit was not always enough;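 note: 0% = cells with DMSO and 100% = wells without cells with DMSO; values of inactives mirror those of a sister screen read the other way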
Keap1 Nrf2 FP: Keap1-Nrf2 protein-protein interaction inhibitors, primary screen, biochemical, fluorescence polarization, single point | inhibition, % at 9.4 µM | Keap1 Kelch-Nrf2 peptide fluorescence polarization, 1536-well | Kelch-like ECH-associated protein 1 (Homo sapiens), Q14145 | hit rate 0.15% among 340,000; in the data active = inhibition above about 12%;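 note: human Keap1 Kelch domain with fluorescein labeled Nrf2 9mer peptide probe; 0% = neutral control wells and 100% = peptide positive control; higher means more block of Keap1 binding to Nrf2 peptide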
* marks the source's active call; other numbers are inactive results; nt = no result given. These rows are one share of the data, so the mix of outcomes need not match the whole.

SMILES	C-LANA FP	HTR5A inv ctr	CAL-PDZ inh HTS	Cardiac RTF inh	cardiac RTF act	OPRM1-OPRD1 ag	V-ATPase pH	HTR5A ag	OPRM1-OPRD1 inv	Keap1 Nrf2 FP
CN1CCC(O)(c2ccc(Cl)cc2)C(C(=O)c2ccc(Cl)cc2)C1 (stereo not given)	-0.8	4	0	-6	-1	-1.2	5	-2	8	-1
CCCn1nc2ccccc2c1P(=O)(N1CCOCC1)N1CCOCC1	-0.2	5	-3	-1	13	-1.8	2	1	10	-3
O=C(NC(=O)c1c(F)cccc1F)Nc1cc(Cl)c(F)c(Cl)c1F	-1.9	7	0	-5	-3	-1.3	1	-2	6	0
CCC(C)N1CCN(C(=O)COc2ccc3ccccc3c2)CC1 (stereo not given)	-0.7	10	nt	-2	4	-1.6	-1	3	10	0
Cc1ccsc1C(=O)C1CCCN(Cc2cn(C)nc2C)C1 (stereo not given)	-0.9	3	0	-2	3	4.8	5	-1	-24	0
CC(=O)O[C@H]1C[C@@H]2OC3C=C(C)CCC3(C)[C@@]1(C)[C@@]21CO1 (stereo not given in full)	3.1	-3	1	-6	-9	-2.5	-12	1	11	-2
COC(=O)C1=C(c2ccc(-c3ccccc3)c(F)c2)C[C@@H]2CC[C@H]1N2C(=O)NCCOc1ccc(OC)cc1	0.7	-14	0	-6	-3	1.0	2	3	-5	4
CC(=O)Nc1ccc(OC(=O)c2ccccc2N)cc1	0.9	-22	-4	-6	1	-2.4	1	8	14	-1
CCCCn1c(O)c(C=Nc2c(C)n(C)n(-c3ccccc3)c2=O)c(=O)[nH]c1=O	0.0	13	-1	-1	-5	-0.9	0	-3	5	0
C=CCCC1(CC(C)C)C(=O)NC(=S)NC1=O	-9.9	0	-3	-6	-1	-2.1	3	0	9	2
O=C(c1ccccc1)C(Cc1ccccc1)N1CCOCC1 (stereo not given)	-0.4	6	-7	4	0	-1.4	3	-2	7	-4
O=[N+]([O-])c1ccc(N2CCCC2)c2ccncc12	-2.2	11	-7	3	-6	3.8	1	2	-20	-9
COc1ccc(CC(=O)N2C[C@H]3C[C@@H](C2)c2cccc(=O)n2C3)cc1	-1.2	11	-2	0	1	-1.1	2	2	6	-3
CCN(C(=O)COC(=O)c1cn(C)c2ccccc12)c1ccc(F)cc1	-0.8	8	-1	6	-2	-1.2	2	3	5	-4
CCOC(=O)c1cc(C(O)(C(=O)OC)C(F)(F)F)c(/N=C/N(C)C)o1 (stereo not given)	-0.1	-4	-5	-3	6	-1.1	2	1	6	-4
COC(=O)c1c(N)n(Cc2ccc(OC)cc2)c2nc3ccccc3nc12	1.0	-13	-3	-13	2	-7.2	-2	-2	32*	1
Cc1nn(Cc2ccccc2)c(C)c1C=C1C(=O)NC(=O)NC1=O	-0.8	-10	0	3	3	-0.6	-4	-3	3	-5
O=C1NC(=S)NC(=O)C1C/C=C/c1ccccc1	-0.3	10	2	-9	-2	-1.7	-2	1	9	-4
Cc1cccc(-n2c(-c3ccco3)nc3ccccc3c2=O)n1	1.5	3	0	5	4	-2.2	5	1	10	-2
O=c1[nH]c(=O)n(-c2ccccc2F)c(O)c1C=NCCC1=CCCCC1	1.7	1	-4	-6	8	-0.9	1	0	5	-12
CCN1CCC(NCC2CCCCC2)CC1	0.6	-11	-1	4	-3	-2.2	-3	3	11	-1
CCC(=Nc1ccc(OC)cc1OC)c1c(O)[nH]c(=O)[nH]c1=O	0.5	-23	3	-4	1	1.7	-4	3	-10	-1
COP(=O)(OC)C(NS(=O)(=O)c1ccccc1)C(Cl)(Cl)Cl (stereo not given)	-0.9	-10	2	-1	0	-1.7	-3	4	9	0
Cc1ccc(OCCOc2cccc(C=C3C(=O)NC(=O)NC3=O)c2)c(C)c1	-1.9	1	-4	-4	-1	2.2	4	0	-10	-9
COc1ccc(N2CCN(Cc3nc4ccccc4[nH]3)CC2)cc1	1.1	7	-4	-11	-1	1.1	0	-3	-8	-5
O=[N+]([O-])c1ccc(Cl)c([N+](=O)[O-])c1	-0.5	15	0	-3	7	6.2	3	-4	-34	7

15 entries from above, reformatted.
Second line of a record: C-LANA FP, HTR5A inv ctr, CAL-PDZ inh HTS, Cardiac RTF inh, cardiac RTF act, OPRM1-OPRD1 ag, V-ATPase pH, HTR5A ag, OPRM1-OPRD1 inv, Keap1 Nrf2 FP
CCCCn1c(O)c(C=Nc2c(C)n(C)n(-c3ccccc3)c2=O)c(=O)[nH]c1=O
    0.0, 13, -1, -1, -5, -0.9, 0, -3, 5, 0
C=CCCC1(CC(C)C)C(=O)NC(=S)NC1=O
    -9.9, 0, -3, -6, -1, -2.1, 3, 0, 9, 2
O=C(c1ccccc1)C(Cc1ccccc1)N1CCOCC1 (stereo not given)
    -0.4, 6, -7, 4, 0, -1.4, 3, -2, 7, -4
O=[N+]([O-])c1ccc(N2CCCC2)c2ccncc12
    -2.2, 11, -7, 3, -6, 3.8, 1, 2, -20, -9
COc1ccc(CC(=O)N2C[C@H]3C[C@@H](C2)c2cccc(=O)n2C3)cc1
    -1.2, 11, -2, 0, 1, -1.1, 2, 2, 6, -3
CCN(C(=O)COC(=O)c1cn(C)c2ccccc12)c1ccc(F)cc1
    -0.8, 8, -1, 6, -2, -1.2, 2, 3, 5, -4
CCOC(=O)c1cc(C(O)(C(=O)OC)C(F)(F)F)c(/N=C/N(C)C)o1 (stereo not given)
    -0.1, -4, -5, -3, 6, -1.1, 2, 1, 6, -4
COC(=O)c1c(N)n(Cc2ccc(OC)cc2)c2nc3ccccc3nc12
    1.0, -13, -3, -13, 2, -7.2, -2, -2, 32*, 1
Cc1nn(Cc2ccccc2)c(C)c1C=C1C(=O)NC(=O)NC1=O
    -0.8, -10, 0, 3, 3, -0.6, -4, -3, 3, -5
O=C1NC(=S)NC(=O)C1C/C=C/c1ccccc1
    -0.3, 10, 2, -9, -2, -1.7, -2, 1, 9, -4
Cc1cccc(-n2c(-c3ccco3)nc3ccccc3c2=O)n1
    1.5, 3, 0, 5, 4, -2.2, 5, 1, 10, -2
O=c1[nH]c(=O)n(-c2ccccc2F)c(O)c1C=NCCC1=CCCCC1
    1.7, 1, -4, -6, 8, -0.9, 1, 0, 5, -12
CCN1CCC(NCC2CCCCC2)CC1
    0.6, -11, -1, 4, -3, -2.2, -3, 3, 11, -1
CCC(=Nc1ccc(OC)cc1OC)c1c(O)[nH]c(=O)[nH]c1=O
    0.5, -23, 3, -4, 1, 1.7, -4, 3, -10, -1
COP(=O)(OC)C(NS(=O)(=O)c1ccccc1)C(Cl)(Cl)Cl (stereo not given)
    -0.9, -10, 2, -1, 0, -1.7, -3, 4, 9, 0

A different layout for 2 compounds above:
SMILES: CCC(=Nc1ccc(OC)cc1OC)c1c(O)[nH]c(=O)[nH]c1=O
- C-LANA FP = 0.5
- HTR5A inv ctr = -23
- CAL-PDZ inh HTS = 3
- Cardiac RTF inh = -4
- cardiac RTF act = 1
- OPRM1-OPRD1 ag = 1.7
- V-ATPase pH = -4
- HTR5A ag = 3
- OPRM1-OPRD1 inv = -10
- Keap1 Nrf2 FP = -1
SMILES: O=[N+]([O-])c1ccc(Cl)c([N+](=O)[O-])c1
- C-LANA FP = -0.5
- HTR5A inv ctr = 15
- CAL-PDZ inh HTS = 0
- Cardiac RTF inh = -3
- cardiac RTF act = 7
- OPRM1-OPRD1 ag = 6.2
- V-ATPase pH = 3
- HTR5A ag = -4
- OPRM1-OPRD1 inv = -34
- Keap1 Nrf2 FP = 7
